From PubChem
GALK inhibitor = blocks human galactokinase activity; actives 0.007% (n = 270,000); Purified GALK, Kinase-Glo residual ATP luminescence; Potency, µM (highest dose often 57.5 µM), for the others: top-dose activity change, negative = inhibition, usual class: inhibitors; note: potency is the fitted concentration of half-maximal effect; % is set by controls: 0 for no effect and ±100 for the full control effect
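ATP-depletion format; final 35 uM ATP, 100 uM D-galactose, 5 nM enzyme; pH 8.0 HEPES/Mg2+ buffer; 60 min RT; luminescence read 10 min after detection reagent.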
TSHR antag = human thyrotropin receptor antagonism | AID 504810 | P16473 | actives 0.2% (n = 330,000) | TSHR-expressing cells, TSH-stimulated cAMP HTRF, 2 h; stronger effect = lower value | activity change, negative = inhibition, % at 11.5 µM;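 active = activity change below a set negative limit, meaning inhibition stronger than a set level, cut at about -70% in these data; inconclusive = activity change between two set negative limits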; note: % is set by controls: 0 for no effect and ±100 for the full control effect
Target sequence (P16473 whole entry, looked up): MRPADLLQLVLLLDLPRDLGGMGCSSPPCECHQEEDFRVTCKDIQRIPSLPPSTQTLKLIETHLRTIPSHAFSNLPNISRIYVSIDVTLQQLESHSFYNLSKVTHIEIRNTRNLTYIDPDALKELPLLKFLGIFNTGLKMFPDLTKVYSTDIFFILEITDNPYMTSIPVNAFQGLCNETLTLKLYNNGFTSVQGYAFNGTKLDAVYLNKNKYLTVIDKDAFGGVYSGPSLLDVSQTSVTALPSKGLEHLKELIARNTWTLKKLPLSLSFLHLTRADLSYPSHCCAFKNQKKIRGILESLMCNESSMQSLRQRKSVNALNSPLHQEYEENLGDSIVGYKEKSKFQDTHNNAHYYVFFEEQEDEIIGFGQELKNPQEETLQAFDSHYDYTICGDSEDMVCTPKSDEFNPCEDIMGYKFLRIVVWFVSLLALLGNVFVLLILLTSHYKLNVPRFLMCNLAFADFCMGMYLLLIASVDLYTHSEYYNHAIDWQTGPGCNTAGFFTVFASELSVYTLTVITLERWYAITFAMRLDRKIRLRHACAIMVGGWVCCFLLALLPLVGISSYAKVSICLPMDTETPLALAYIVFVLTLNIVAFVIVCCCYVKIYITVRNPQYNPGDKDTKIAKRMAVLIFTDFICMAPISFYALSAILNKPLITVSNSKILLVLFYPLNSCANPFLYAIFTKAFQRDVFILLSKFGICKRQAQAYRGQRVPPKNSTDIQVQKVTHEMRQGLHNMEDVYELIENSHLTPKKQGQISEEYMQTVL
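TSHR-expressing cells were treated with compounds, then stimulated with TSH at EC80 (4nM final) for 2 hours at 37 deg C. Cellular cAMP was measured by HTRF competition between lysate cAMP and cAMP-d2 for a cryptate-labelled anti-cAMP antibody.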
BCR signal inh = blocks chronic active B-cell receptor signaling; actives 0.05% (n = 340,000); AID 493014; ABC-DLBCL IkBa-CBG/CBR reporter, luminescence ratio, 4 h; Potency, µM (top dose mostly 46.1 µM), without a hit: at the highest dose ratio change, negative = lower green/red ratio, hits mostly inhibitors; active = well fitted inhibition curve with a large enough effect in the signal ratio, with a control signal flat, not every such curve was filed as active; inconclusive = small, poorly fitted or top-dose-only effect, or effect the other way, or a change in a side signal; the % refers to the signal ratio;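 note: potency is the fitted concentration of half-maximal effect; plate controls were basal doxycycline-induced cells for no effect and cells given 10 µM MG132 for full effect; MG132 reads +100%, hits lower the ratio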
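TMD8 ABC-DLBCL cells carrying doxycycline-inducible green luciferase fused to IkappaBalpha plus unfused red luciferase were exposed to compounds (up to 46 uM) for 4 hrs at 37C. Activity came from the overlap-corrected green/red luminescence ratio.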
Menin-MLL TR inh = menin-MLL binding inhibition, Texas Red mutant peptide | O00255 | Potency, µM (titrated, usually from 61.6 µM), for inactives: at the highest dose FP activity change, negative = inhibition, hits mostly inhibitors | Menin + Texas Red MLL mutant peptide, fluorescence polarization | AID 1768 | actives 0.23% (n = 270,000); active = well fitted inhibition curve with a large enough effect in the polarisation, with a control signal flat, not every such curve was filed as active; inconclusive = small, poorly fitted or top-dose-only effect, or effect the other way, or a change in a side signal; inactive = no such curve, though single readings can be large or run the other way; the % refers to the polarisation; note: potency is the fitted concentration of half-maximal effect; % of control where 0% means no effect; many of its hits are not listed in these tables
Eya2 inh = Eya2 (human) phosphatase inhibition | O00167 | recombinant Eya2, OMFP fluorescence dephosphorylation (OMFP is methylfluorescein phosphate) | Potency, µM (highest dose often 76.9 µM), without a hit: at the top dose activity, negative = inhibition, actives largely listed as inhibitors | actives 0.006% (n = 330,000); note: potency is the fitted concentration of half-maximal effect; % is set by controls: 0 for no effect and ±100 for the full control effect
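Eya2 (0.2 uM) preincubated 10 min at ambient with compound, then OMFP substrate added at 50 uM; 10 min reaction in 50 mM HEPES pH 7.5, 50 mM NaCl, 5 uM MgCl2, 0.05% BSA, 1 mM DTT. Fluorescence read at Ex 485/Em 525 nm.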
MBNL1-CUG inh = blocks human MBNL1 binding to CUG repeat RNA. Potency, µM (doses to about 57.5 µM), inactives show at the highest dose activity change, negative = inhibition, hits mostly inhibitors. TR-FRET MBNL1-His/biotin-(CUG)12 binding, 665/545 ratio. AID 2675. actives 0.036% (n = 280,000). Q9NR56; active = well fitted inhibition curve with a large enough effect in the signal ratio, with a control signal flat, not every such curve was filed as active; inconclusive = small, poorly fitted or top-dose-only effect, or effect the other way, or a change in a side signal; inactive = no such curve, though single readings can be large or run the other way; the % refers to the signal ratio; note: potency is the fitted concentration of half-maximal effect; % is set by controls: 0 for no effect and ±100 for the full control effect
Target sequence (Q9NR56 whole entry, looked up): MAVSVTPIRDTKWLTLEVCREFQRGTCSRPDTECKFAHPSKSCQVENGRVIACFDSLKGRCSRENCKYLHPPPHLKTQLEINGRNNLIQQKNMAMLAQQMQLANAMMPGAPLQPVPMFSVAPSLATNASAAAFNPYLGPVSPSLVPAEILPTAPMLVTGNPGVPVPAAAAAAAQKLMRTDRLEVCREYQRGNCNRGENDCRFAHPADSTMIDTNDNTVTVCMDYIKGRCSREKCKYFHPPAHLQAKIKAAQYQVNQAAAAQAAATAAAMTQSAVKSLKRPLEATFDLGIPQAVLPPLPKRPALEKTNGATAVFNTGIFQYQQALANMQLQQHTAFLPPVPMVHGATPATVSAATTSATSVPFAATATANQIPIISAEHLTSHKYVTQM
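MBNL1-His + Biotin-(CUG)12, cpd titration 92 nM–58 uM; Tb anti-His Ab 0.055 ng/ul, SA-XL665 5 nM (final); 60 min RT; ratiometric 665/545 nm, Ex 340 nm; normalized to buffer and full-complex controls.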
ASM inhibitor = inhibitors of human secretory acid sphingomyelinase | placental ASM, HMU-PC fluorogenic substrate, 60 min | P17405 | Potency, µM (series often up to 57.5 µM), for inactives: at the top dose activity change, negative = inhibition, usual class: inhibitors | actives 0.006% (n = 340,000); note: potency is the fitted concentration of half-maximal effect
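qHTS format. ASM enzyme prepared from human placenta hydrolyses the fluorogenic substrate HMU-PC0 (9 uM final) over 60 min at 37 °C after a 10 min compound preincubation.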
PKM2 activator = increases activity of human pyruvate kinase M2; Potency, µM (top dose mostly 57.5 µM), inactives show at the highest dose activation, actives largely listed as activators; purified PKM2, Kinase-Glo ATP luminescence, activation; response scale: 0% is enzyme alone, no compound; actives 0.34% (n = 260,000); P14618; note: potency is the fitted concentration of half-maximal effect; % is set by controls: 0 for no effect and ±100 for the full control effect; nearly all actives have a fitted effect of over 55% in size
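ATP formation by purified human PK-M2, quantified via coupled luciferase luminescence after 1 h at room temperature with 0.1 mM ADP and 0.5 mM PEP final.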
Mito fusion act = inhibitors of mitochondrial division or activators of mitochondrial fusion; S. cerevisiae fusion-defective mutant growth rescue, CellTiterGlo 48 h; Potency, µM (doses to about 46.1 µM), for inactives: at the top dose growth rescue (activation), hits mostly activators; actives 0.23% (n = 320,000);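 note: potency is the fitted concentration of half-maximal effect; % of control where 0% means no effect; nearly all actives have a fitted effect of over 45% in size; temperature-sensitive fusion mutants such as fzo1-1 at 37 °C on non-fermentable ethanol glycerol medium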
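Growth-rescue viability read-out: after 48 h at the non-permissive 37C in glycerol/ethanol YPEG, yeast mitochondrial fusion mutants are measured by CellTiterGlo luminescence; compounds (23 nl pinned per well) restoring growth score as division inhibitors or fusion activators.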
KCNH2 WT inh = blocks the wildtype human KCNH2 potassium channel | Q12809 | U2OS, BacMam KCNH2, thallium flux FluxOr; stronger effect = lower value | activity change, % at 1.84 µM | actives 0.37% (n = 340,000) | AID 720551;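 active = maximum activity change below -70%; inconclusive = maximum activity change between -70% and -50%; inactive = maximum activity change above -50%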; note: % is set by controls: 0 for no effect and ±100 for the full control effect
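U2OS cells were transduced with wild-type KCNH2 virus (2.03 x 10^8 / mL) for 4 h at room temperature, then cultured overnight at 37 C. Thallium flux was read with FluxOr dye. Rate constants were normalized to DMSO controls.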
USP2a inh = blocks human ubiquitin-specific protease USP2a | USP2 core, Ub-CHOP2 coupled fluorogenic reporter, 485/531 | AID 463254 | Potency, µM (titrated, usually from 38.3 µM), for inactives: at the highest dose activity change, negative = inhibition, usual class: inhibitors | actives 0.01% (n = 330,000);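 note: potency is the fitted concentration of half-maximal effect; plate controls were DMSO wells for no effect and full inhibition by NEM control for full effect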
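USP2 core (10nM final) preincubated 30min RT with compound in 20mM Tris-HCl pH 8.0, 2mM CaCl2, 2mM beta-mercaptoethanol, 0.05% CHAPS; 25nM Ub-CHOP2 plus 25nM reporter substrate added, fluorescence (Ex485/Em531) read after 60min.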
Starred values were filed as active, the others as inactive; i = inactive; ? = inconclusive; . = not tested or not shown; [ ] = dose if it differs, or a comment. Unless noted, calls come from the whole dose curve; as a rule, active = well fitted curve in the direction sought with a large enough effect; inconclusive = small, poorly fitted or top-dose-only effect, or another doubt; inactive = no such curve, though single readings can be large; an effect the other way counts as inactive or inconclusive.

SMILES	GALK inhibitor	TSHR antag	BCR signal inh	Menin-MLL TR inh	Eya2 inh	MBNL1-CUG inh	ASM inhibitor	PKM2 activator	Mito fusion act	KCNH2 WT inh	USP2a inh
COC(=O)c1cc(C)sc1NC(=O)CCCC(=O)O	1.7%	-8.4	?	1.5%	-10.0%	2.3%	4.7%	-4.0%	-2.1%	2.4	1.0%
CCOC(=O)N1CCN(C(=O)Cn2cc3c(n2)CCCC3)CC1	-2.2%	10.3	-1.0%	1.0%	-15.6%	-3.8%	1.1%	3.0%	-3.8%	8.2	0.6%
O=C(Cc1c(O)c2ccccc2oc1=O)c1ccc(F)cc1	.	1.1	?	.	-12.1%	.	-2.2%	.	0.0%	-6.4	0.7%
COc1cc(NC(=O)c2ccc(C)cc2)c(OC)cc1NC(=O)CN1CCOCC1	10.6%	-8.5	1.8%	1.4%	16.7%	-2.0%	-5.8%	-0.7%	4.1%	11.5	0.5%
CCNC(=O)NC(=O)C(C)OC(=O)C1CCN(S(=O)(=O)c2ccccc2F)CC1 (stereo not drawn)	-2.3%	15.3	-5.6%	1.7%	-0.3%	-1.7%	-1.4%	14.4%	-4.9%	-1.8	1.6%
Cc1cccc(CC(=O)NC2CCN(C)CC2)c1	5.3%	39.9	0.1%	-5.6%	8.7%	-13.6%	2.9%	-0.8%	3.0%	4.8	-0.8%
Cc1cc(SCc2ccc(Cl)c(Cl)c2)nc(=O)[nH]1	-0.2%	0.9	?	.	2.2%	-0.3%	-0.1%	.	5.8%	-21.7	1.9%
CCCCOC(=O)c1ccc(NC(=S)NC(=O)c2c(Cl)cnn2CC)cc1	-1.1%	1.8	?	10.2%	13.1%	8.3%	-2.1%	-0.1%	-0.7%	-1.3	-0.7%
Cc1cc(C)cc(OCC(=O)Nc2ccc(F)cc2)c1	-1.4%	-8.7	?	14.9%	1.0%	-1.4%	-0.7%	14.4%	-0.1%	2.1	-0.4%
CC(=O)N1CCCC(N2CCN(c3cccc(C(F)(F)F)c3)CC2)C1 (stereo not drawn)	-0.5%	11.5	0.1%	-18.1%	-1.2%	-17.5%	1.1%	-1.6%	3.7%	-11.1	-1.0%
CCOC(=O)c1nnn(-c2nc(OC)nc(N(C)C)n2)c1-c1ccccc1	-1.0%	-2.0	1.2%	-21.8%	6.1%	-3.7%	0.1%	-0.8%	-22.1%	0.9	3.0%
CC(C)CN(CCCNC(=O)CN1N=C(c2ccc(Cl)cc2)CCC1=O)CC(C)C	3.1%	2.8	?	?	7.1%	-3.7%	2.2%	.	-2.2%	48.4	2.7%
CC(C)CC(OC(=O)c1cccs1)C(=O)NCc1ccco1 (stereo not drawn)	-0.8%	9.3	?	9.4%	-26.2%	11.1%	-8.5%	6.5%	-3.1%	1.0	0.1%
NNC(=O)C=C1CCN(c2ncc(C(F)(F)F)cc2Cl)CC1	-0.4%	-10.7	5.8%	-1.7%	-1.7%	-8.4%	-5.0%	3.5%	9.8%	4.4	-0.3%
N/C(=N\OC(=O)CCCc1ccccc1)c1ccccc1Cl	-4.2%	-18.7	19.4%	.	0.0%	-5.1%	-0.8%	6.8%	-0.4%	28.2	1.7%
Nn1c(-c2cccc(Br)c2)n[nH]c1=S	12.4%	2.1	8.0%	6.8%	16.8%	4.1%	0.8%	-8.8%	-0.3%	-4.3	-0.6%
CCn1c(=O)cc(SCC(=O)NCCCN2CCC(C)CC2)c2ccccc21	10.3%	1.0	?	-3.8%	-12.0%	.	-0.7%	-5.1%	-6.9%	-2.7	0.2%
CCN(C(=O)COc1ccccc1)c1nnc(-c2cccnc2)s1	2.8%	2.4	?	1.6%	32.3%	1.0%	4.8%	-0.7%	1.5%	-1.3	2.3%
CCOc1ccc(NC(=O)CSc2nnc(C3CC3)n2N)cc1	3.0%	8.3	-2.5%	-3.1%	-2.2%	-2.5%	4.0%	0.8%	-0.4%	0.8	1.1%
COc1ccc(C2CC(=O)c3c(ccc4ccccc34)N2)cc1OC (stereo not drawn)	2.8%	10.6	-11.2%	-10.0%	-12.1%	13.5%	0.0%	?	-1.7%	-2.8	2.2%
O=C(Nc1ccc(Br)cc1)c1cc([N+](=O)[O-])cc([N+](=O)[O-])c1	-1.8%	2.0	?	?	-4.4%	?	-12.8%	2.6%	-17.2%	17.8	2.1%
Cn1c2ccccc2c2ncn(CCC3=CCCCC3)c(=O)c21	-1.4%	-17.0	?	1.5%	-7.8%	-2.5%	-20.6%	-7.1%	27.5%	2.0	3.6%
CCOc1ccc(N(C)S(=O)(=O)c2cnc[nH]2)cc1	0.8%	9.4	1.4%	.	2.5%	2.7%	-4.2%	.	0.0%	.	-1.0%
COc1ccc(-c2nnc(N(C)C(=O)c3cccnc3)s2)cc1	-0.5%	22.5	-0.1%	-1.3%	7.3%	-6.4%	-3.0%	0.5%	5.6%	-14.1	4.0%
COc1ccc(C(C(=O)NC(C)(C)C)N(C(=O)CCC(=O)Nc2cc(C)on2)c2cccc(C)c2C)cc1 (stereo not drawn)	-1.1%	14.4	-2.5%	-26.2%	1.4%	5.6%	9.1%	6.6%	-13.2%	2.6	-0.2%
C=CCNC(=S)Nc1ccc(N(C)C)cc1	-2.3%	-8.2	?	.	0.5%	7.1%	1.3%	4.3%	0.1%	-5.7	0.4%
CC(C)Cn1c(SCC(=O)N2CCN(C(=O)c3ccco3)CC2)nc2ccccc2c1=O	9.8%	-12.3	2.9%	?	8.2%	-1.8%	7.3%	-0.3%	9.3%	26.0	0.4%
COC(=O)C(C)Sc1nc2c(c(=O)n(C)c(=O)n2C)n1CCC(C)C (stereo not drawn)	.	-8.2	1.0%	-15.2%	-7.8%	-5.4%	2.8%	0.4%	8.0%	-3.7	0.8%
C=C1c2ccccc2NC(=O)N1c1ccc(OC)cc1	3.8%	-4.6	?	-3.0%	-2.7%	-1.0%	5.8%	-7.1%	-2.4%	-6.8	-0.3%
O=C(NCCc1ccccc1)c1nnc(CS(=O)(=O)c2ccccc2)o1	.	-11.4	14.1%	-4.5%	-1.2%	-3.8%	-0.9%	-3.5%	-4.1%	-10.7	0.8%
Cc1cc(C(=O)N/N=C/c2ccco2)n[nH]1	8.0%	-2.4	?	-14.9%	-8.7%	16.5%	2.5%	-17.7%	-11.9%	6.5	0.4%
Cc1cc(C)c2oc(-c3ccc(C)c(NC(=S)NC(=O)c4cccs4)c3)nc2c1	-1.9%	11.2	1.5%	-13.8%	-11.9%	-13.1%	0.0%	-5.1%	-0.6%	-28.8	5.0%
CC1(NC(=O)/C=C/c2nc3ccccc3s2)CCS(=O)(=O)C1 (stereo not drawn)	.	-0.4	11.7%	.	-4.6%	.	7.6%	.	-3.6%	1.7	-0.2%
COc1ccc(O[C@H]2C=C[C@@H](c3ccccc3)O[C@@H]2CO/N=C(\C)CCN2CCc3nc(-c4ccccc4)c(-c4ccccc4)cc3C2)cc1	.	-13.6	2.3%	-11.4%[11.7 µM]	-2.1%	-3.2%	.	3.2%	3.5%	.	-0.6%
O=C(CSc1nnc(N2CCOCC2)n1-c1cccc(F)c1)N1CCN(c2ccccn2)CC1	.	-18.4	7.8%	.	14.0%	.	3.7%	.	-2.1%	-21.3	0.4%
COc1ccccc1Nc1nc(-c2sc(NC(=O)c3ccc([N+](=O)[O-])cc3)nc2C)cs1	-1.6%	-21.5	9.7%	?	0.3%	?	.	-7.1%	-0.2%	.	-0.5%
CC(C)Nc1ccc(C(CC(N)=O)NC(=O)c2ccccc2)cc1[N+](=O)[O-] (stereo not drawn)	.	4.9	?	14.8%	1.5%	?	-8.9%	-0.2%	-0.3%	2.7	3.9%
CC1CN(CCOc2ccc(Cl)cc2Cl)CC(C)O1 (stereo not drawn)	1.9%	3.2	0.3%	10.9%	1.3%	-13.3%	-0.1%	-3.0%	1.0%	3.8	-1.3%
Cc1ccsc1CN(C)Cc1nc(C2CC2)no1	0.7%	-0.9	3.7%	-1.0%	2.2%	-6.8%	2.6%	-1.4%	1.3%	i	-0.3%

Only part of the results is shown. The share of hits here may be higher or lower than overall.
